Tau FP inhib: qHTS for Inhibitors of Tau Fibril Formation, Fluorescence Polarization. AID 1468, 2008. Microtubule-associated protein tau (Homo sapiens), P10636. Potency, µM (titrated, usually from 57.7 µM), inactives show at the highest dose activity, negative = inhibition, most hits filed as inhibitors. K18 P301L tau heparin fibrillization, Alexa594 FP, 6 h. hit rate 0.39% among 280,000; further: nearly all actives have a fitted effect of over 55% in size
Target sequence (P10636 561-689 P618L limits assumed): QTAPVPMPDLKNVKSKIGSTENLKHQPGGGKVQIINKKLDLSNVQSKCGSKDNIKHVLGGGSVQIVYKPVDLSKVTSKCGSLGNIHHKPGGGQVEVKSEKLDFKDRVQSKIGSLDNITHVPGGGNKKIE
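Steps: dispense K18 P301L tau (15 uM plus 0.24 uM Alexa 594 tracer, final) in pH 7 sodium acetate; add compound; add heparin (20 uM final); incubate 6 hr, 37 C; add ThT (30 uM final); after 1 hr ambient, read FP.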
L3MBTL1 block: qHTS Assay for the Inhibitors of L3MBTL1; Potency, µM (highest dose often 57.1 µM), for the others: at the highest dose activity, negative = inhibition, usual class: inhibitors; Lethal(3)malignant brain tumor-like protein 1 (Homo sapiens), Q9Y468; AlphaScreen L3MBTL1–H3K9me1 peptide binding; hit rate 0.66% among 230,000; AID 485360, 2010; further: nearly all actives have a fitted effect of over 60% in size
Target sequence (Q9Y468 whole entry, looked up): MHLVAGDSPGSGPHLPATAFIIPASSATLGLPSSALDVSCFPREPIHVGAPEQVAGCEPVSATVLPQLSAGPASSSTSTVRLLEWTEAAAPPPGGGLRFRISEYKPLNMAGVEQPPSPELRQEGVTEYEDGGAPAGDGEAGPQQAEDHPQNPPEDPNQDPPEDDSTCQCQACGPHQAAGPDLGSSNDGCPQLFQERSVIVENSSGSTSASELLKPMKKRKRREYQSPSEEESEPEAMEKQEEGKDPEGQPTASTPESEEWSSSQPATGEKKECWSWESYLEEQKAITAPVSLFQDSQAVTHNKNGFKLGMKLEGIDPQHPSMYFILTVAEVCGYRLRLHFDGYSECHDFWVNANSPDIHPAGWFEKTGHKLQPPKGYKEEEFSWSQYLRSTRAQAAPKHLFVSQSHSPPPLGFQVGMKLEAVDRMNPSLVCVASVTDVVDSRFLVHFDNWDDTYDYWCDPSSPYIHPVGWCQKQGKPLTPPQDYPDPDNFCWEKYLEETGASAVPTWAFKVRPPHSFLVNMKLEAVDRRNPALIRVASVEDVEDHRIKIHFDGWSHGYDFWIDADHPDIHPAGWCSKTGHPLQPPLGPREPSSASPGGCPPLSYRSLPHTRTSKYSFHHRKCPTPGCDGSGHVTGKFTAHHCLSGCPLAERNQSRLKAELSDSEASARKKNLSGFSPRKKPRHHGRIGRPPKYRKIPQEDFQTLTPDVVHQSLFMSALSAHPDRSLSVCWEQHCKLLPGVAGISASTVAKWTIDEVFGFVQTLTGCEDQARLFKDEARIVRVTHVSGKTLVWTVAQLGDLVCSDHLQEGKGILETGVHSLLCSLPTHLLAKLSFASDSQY
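Displacement of a biotinylated histone H3(1-15) peptide monomethylated at Lys9 (75 nM) from L3MBTL1 (50 nM) was measured by AlphaScreen after a 30 min room-temperature compound incubation; cefsulodin titration served as intraplate control.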
Tau ThT inhib: qHTS for Inhibitors of Tau Fibril Formation, Thioflavin T Binding; Microtubule-associated protein tau (Homo sapiens), P10636; recombinant tau K18 P301L, heparin-induced fibrillization, ThT fluorescence; Potency, µM (top dose mostly 57.4 µM), for the others: at the top dose activity, negative = inhibition, most hits filed as inhibitors; hit rate 2.1% among 270,000; AID 1460, 2008; further: nearly all actives have a fitted effect of over 55% in size
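Using a mix of unlabeled (15 uM) and Alexa 594-labeled (0.24 uM) tau K18 P301L, heparin-triggered fibrillization over 6 hr at 37 C was scored by ThT fluorescence.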
TRb SRC2 PPI: qHTS for Inhibitors of the Interaction of Thyroid Hormone Receptor and Steroid Receptor Coregulator 2 | TRbeta-SRC2 peptide binding, fluorescence polarization; receptor liganded with 1 µM T3 | Potency, µM (series often up to 106 µM), inactives show at the top dose activity change, negative = inhibition, actives largely listed as inhibitors | hit rate 0.065% among 280,000 | AID 1469, 2008;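 further: plate controls were bound peptide for no effect and peptide without receptor for full effect; nearly all actives have a fitted effect of over 50% in size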
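Each compound concentration gave % activity, normalized to unbound and bound Texas Red SRC2 controls, from polarization read after 5 hr ambient incubation with T3-loaded human TRb LBD.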
TexasRed fluor: Total Fluorescence Counterscreen for Inhibitors of the Interaction of Thyroid Hormone Receptor and Steroid Receptor Coregulator 2 | TRb/SRC2 Texas Red total fluorescence interference | Potency, µM (doses to about 106 µM), for inactives: at the top dose fluorescence change, negative = quenching | hit rate 0.29% among 280,000; active means well fitted curve in either direction with a large enough effect; inconclusive means small, poorly fitted or top-dose-only effect
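Human TRβ ligand-binding domain (0.6 uM) and Texas Red SRC2 peptide (20 nM) in Tris buffer with 1 uM T3 and 5% DMSO were incubated with pinned compound for 5 hr at ambient temperature. Total fluorescence was computed as S + 2P (555/632 nm).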
JMJD2E inh: qHTS Assay for Inhibitors of Human Jumonji Domain Containing 2E (JMJD2E). hit rate 1.6% among 230,000. Lysine-specific demethylase 4E (Homo sapiens), B2RXH2. Potency, µM (titrated, usually from 57.1 µM), without a hit: top-dose activity change, negative = inhibition, hits mostly inhibitors. JMJD2E catalytic domain, FDH-coupled NADH fluorescence (FDH is formaldehyde dehydrogenase); active means well fitted inhibition curve with a large enough effect, not every such curve was filed as active; inconclusive means small, poorly fitted or top-dose-only effect, or another doubt; inactive means no such curve, though single readings can be large or run the other way;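 further: 0% = wells with enzyme and -100% = buffer wells without enzyme; nearly all actives have a fitted effect of over 50% in size; many of its hits are not listed in these tables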
GoLoco inh red: qHTS Assay for Inhibitors of RGS12 GoLoco Motif Activity (Red Fluorophore). Potency, µM (series often up to 61.6 µM), inactives show top-dose activity, negative = inhibition, most hits filed as inhibitors. Guanine nucleotide-binding protein G(i) subunit alpha-1 (Homo sapiens), P63096. AID 880, 2007. hit rate 0.44% among 230,000. Gai1:RGS12 GoLoco peptide FP, rhodamine, 10 min; active means well fitted inhibition curve with a large enough effect, not every such curve was filed as active; inactive means no such curve, though single readings can be large or run the other way; further: nearly all actives have a fitted effect of over 30% in size; many of its hits are not listed in these tables
RECQ1 helicase: qHTS Assay for Inhibitors of RecQ-Like Dna Helicase 1 (RECQ1); ATP-dependent DNA helicase Q1 (Homo sapiens), P46063; RECQ1 DNA unwinding, red fluorescence kinetic read; Potency, µM (series often up to 57.3 µM), inactives show at the highest dose activity, negative = inhibition, actives largely listed as inhibitors; hit rate 0.54% among 240,000;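 further: plate controls were vehicle for no effect and no enzyme for full effect; nearly all actives have a fitted effect of over 30% in size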
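50 nM RECQ1T1 preincubated 15 min with compound in Tris pH 8.0 buffer with MgCl2, DTT, Tween-20 and 2.5 ug/ml poly(dI-dC); started with 200 nM TAMRA/BHQ-2 forked duplex and 2 mM ATP. Unwinding read as fluorescence (525/598 nm), two reads 2 h apart.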
Starred values were filed as active, the others as inactive; i = inactive; ? = inconclusive; · = not tested or not shown; [ ] = remark or other dose. Unless noted, the call rests on the fitted dose curve; in most records, active means well fitted curve in the direction sought with a large enough effect; inconclusive means small, poorly fitted or top-dose-only effect, or another doubt; inactive means no such curve, though single readings can be large; an effect the other way counts as inactive or inconclusive. Unless noted, on the % scale 0 is the no-effect control and ±100 the full control effect; potency means the concentration at half of the fitted maximal effect.

no.	smiles	Tau FP inhib	L3MBTL1 block	Tau ThT inhib	TRb SRC2 PPI
1	C(=C\c1nc(-c2ccccc2)no1)/c1ccccc1	-6%	94%[activator]	-17%	2%
2	COCCCNc1ncnc2c1sc1nc(-c3ccco3)c3c(c12)CC(C)(C)OC3	1%	·	·	1%
3	CCOC(=O)c1ccc(NC(=O)CN2C(=O)CSC(C)C2=O)cc1 (stereo unspecified)	-17%	2%	-2%	10%
4	COCCN(C(=O)Cn1nnc2ccccc21)C(C(=O)NC1CCCC1)c1ccc(OC)cc1OC (stereo unspecified)	2%	-9%	5%	1%
5	O=C(C[n+]1cc(-c2ccccc2)n2c1CCC2)N1c2ccccc2Sc2ccccc21	3%	-4%	1%	-7%
6	C/C(Cl)=C/CSc1nc2c(c(=O)[nH]c(=O)n2C)n1C(C)C	-3%	11%	-4%	-3%
7	COCCOC(=O)c1c(C)oc2c1cc(NS(=O)(=O)c1ccc(Cl)c(C)c1)c1ccccc12	3%	·	-7%	8%
8	Cc1ccc(CNc2ccc3c(c2)ncn3C(C)C)cc1	7%	-4%	-18%	2%
9	O=C(Nc1ccc(N2CCOCC2)c(Cl)c1)c1cc(F)c(F)cc1Cl	10%	·	-11%	1%
10	CCCNC(=O)c1c(N)n(-c2ccc3c(c2)OCO3)c2nc3ccccc3nc12	-9%	-5%	?	12%

no.	TexasRed fluor	JMJD2E inh	GoLoco inh red	RECQ1 helicase
1	1%	-4%	6%	-2%
2	-2%	?	1%	7%
3	-1%	4%	15%	-2%
4	-1%	5%	-8%	-2%
5	-2%	-6%	16%	6%
6	1%	1%	-10%	-14%
7	-3%	·	·	·
8	-3%	?	0%	-9%
9	-1%	8%	0%	i
10	1%	-30%	8%	-1%

Going on with the list.
no.	smiles	Tau FP inhib	L3MBTL1 block	Tau ThT inhib	TRb SRC2 PPI
11	Nc1nc2c([N+](=O)[O-])cccc2s1	-3%	-3%	-11%	-8%
12	CCc1ccc(S(=O)(=O)NC(CC(=O)O)c2ccccc2)cc1 (stereo unspecified)	-4%	34%[activator]	-7%	-22%
13	NS(=O)(=O)c1ccc(NC(=S)NC(=O)c2cccs2)cc1	1%	3%	-1%	-4%
14	NNc1nc2cccnc2n(CCNc2ncc(C(F)(F)F)cc2Cl)c1=O	-9%	-21%	?	-10%
15	CCOC(=O)C1CCN(CCC(=O)Nc2ccccc2)CC1	2%	0%	-8%	-2%
16	CCOC(=O)C1CCN(C(=O)CN(c2cccc(OC)c2)S(=O)(=O)c2ccccc2)CC1	10%	·	-3%	-12%
17	COc1cccc(C(=O)N/N=C2\SCC(=O)N2Cc2ccc3c(c2)OCO3)c1	1%	0%	-12%	4%
18	Cc1nc(CN2CCOCC2)cc(=O)[nH]1	-7%	11%	-11%	-10%
19	CCOc1ccc(S(=O)(=O)NCCc2csc(-c3ccc(Cl)cc3)n2)cc1	-7%	·	-17%	-5%
20	O=C(COC(=O)/C=C/c1ccccc1)NCc1ccccc1Cl	11%	0%	-6%	-1%

no.	TexasRed fluor	JMJD2E inh	GoLoco inh red	RECQ1 helicase
11	0%	2%	-12%	-12%
12	2%	-6%	-12%	-9%
13	-3%	-8%	3%	-19%
14	-1%	?	23%	-14%
15	-2%	-4%	-4%	7%
16	-2%	1%	6%	i
17	2%	5%	-6%	4%
18	-3%	5%	3%	1%
19	-3%	·	·	·
20	-1%	3%	6%	-2%

Remaining list, next part.
no.	smiles	Tau FP inhib	L3MBTL1 block	Tau ThT inhib	TRb SRC2 PPI
21	O=C(Cc1cccs1)N/N=C/C=C\c1ccccc1[N+](=O)[O-]	-4%	·	1%	-2%
22	Cc1ccc(CNC(=O)c2c(O)nc3c(C)cccn3c2=O)cc1	-1%	·	12%	-2%
23	COc1cc(OC)cc(-n2nc(C(=O)N3CC(C)CC(C)C3)c3ccccc3c2=O)c1 (stereo unspecified)	-6%	-13%	-11%	-1%
24	CC(C)n1nc(CC(=O)O)c2ccccc2c1=O	8%	20%	2%	-5%
25	Cc1cc(C(=O)N/N=C/c2ccc3c(c2)OCO3)c(C)n1-c1ccc(F)cc1	9%	·	?	1%
26	COc1ccccc1NC(=O)c1nnn(-c2ccc(F)cc2)c1C	-14%	·	0%	1%
27	Cc1ccc(S(=O)(=O)CCC(=O)OCc2ccc(Cl)c(Cl)c2)cc1	1%	30%	-6%	-16%
28	COc1ccccc1C(=O)Nc1ccc(NC(=O)c2ccco2)c(C)c1	-4%	-13%	?	-9%
29	COC(=O)c1cc2ccsc2n1Cc1nc(-c2ccc(Cl)cc2)oc1C	-2%	·	-11%	-11%
30	O=C(CSc1ccc2ccccc2c1)NCCc1ccc(O)c(O)c1	9%	-28%	?	-5%

no.	TexasRed fluor	JMJD2E inh	GoLoco inh red	RECQ1 helicase
21	-1%	-7%	3%	-3%
22	-24%	·	·	·
23	1%	7%	1%	2%
24	-2%	-2%	24%	-7%
25	-1%	-30%	18%	-5%
26	0%	·	·	·
27	-1%	4%	14%	-21%
28	-4%	-2%	-6%	-2%
29	-2%	14%	5%	-11%
30	-3%	?	-19%	i

(next part)
no.	smiles	Tau FP inhib	L3MBTL1 block	Tau ThT inhib	TRb SRC2 PPI
31	CC(C)(C)C1CCc2c(sc(NC(=O)c3cc(C4CC4)on3)c2C#N)C1 (stereo unspecified)	-7%	3%	?	5%
32	O=c1[nH]c(O)c(/C=C2\C=Nc3ccccc32)[nH]1	14%	34%[activator]	?	-9%
33	O=c1[nH]c(=O)n(Cc2ccccc2)c2nc(-c3cccs3)n(CCO)c12	-2%	-9%	-1%	1%
34	CN(C)c1ccc(-c2ccccc2)nn1	7%	·	-3%	5%
35	O=C(/C=C/c1ccco1)Nc1ccc(F)cc1	-6%	-24%	0%	-5%
36	Cc1ccc2cccc(NC(=S)NC(=O)c3ccn(C)n3)c2n1	-11%	-4%	-20%	4%
37	COc1ccccc1NC(=O)C(C)Sc1nnnn1C (stereo unspecified)	4%	-4%	-2%	-3%
38	COc1ccc2c(c1)c1c(c(=O)n(Cc3ccccc3)c(=O)n1Cc1ccccc1Cl)n2C	0%	·	11%	-5%
39	O=C(/C=C/NNC(=O)c1ccccc1)c1ccc(Br)cc1	1%	·	25µM*	-21%
40	COc1ccc(NC(=O)CSc2ccc3nc(-c4ccccc4)cn3n2)cc1OC	-13%	·	-5%	0%

no.	TexasRed fluor	JMJD2E inh	GoLoco inh red	RECQ1 helicase
31	1%	?	6%	-12%
32	-5%	5%	-5%	-5%
33	0%	?	21%	i
34	1%	6%	3%	i
35	-7%	·	·	·
36	2%	-9%	8%	-2%
37	-2%	-4%	7%	-6%
38	1%	·	·	·
39	1%	-11%	0%	i
40	-3%	·	·	·

Shown with tabs: entries from further up
#	compound	Tau FP inhib	L3MBTL1 block	Tau ThT inhib	TRb SRC2 PPI	TexasRed fluor	JMJD2E inh	GoLoco inh red	RECQ1 helicase
40	COc1ccc(NC(=O)CSc2ccc3nc(-c4ccccc4)cn3n2)cc1OC	-13%	·	-5%	0%	-3%	·	·	·
36	Cc1ccc2cccc(NC(=S)NC(=O)c3ccn(C)n3)c2n1	-11%	-4%	-20%	4%	2%	-9%	8%	-2%
39	O=C(/C=C/NNC(=O)c1ccccc1)c1ccc(Br)cc1	1%	·	25µM*	-21%	1%	-11%	0%	i
38	COc1ccc2c(c1)c1c(c(=O)n(Cc3ccccc3)c(=O)n1Cc1ccccc1Cl)n2C	0%	·	11%	-5%	1%	·	·	·
35	O=C(/C=C/c1ccco1)Nc1ccc(F)cc1	-6%	-24%	0%	-5%	-7%	·	·	·
37	COc1ccccc1NC(=O)C(C)Sc1nnnn1C (stereo unspecified)	4%	-4%	-2%	-3%	-2%	-4%	7%	-6%
33	O=c1[nH]c(=O)n(Cc2ccccc2)c2nc(-c3cccs3)n(CCO)c12	-2%	-9%	-1%	1%	0%	?	21%	i

The listing continues:
no.	smiles	Tau FP inhib	L3MBTL1 block	Tau ThT inhib	TRb SRC2 PPI
41	Cn1c(=O)c2c(SCc3ccccn3)nc(C3CC3)nc2n(C)c1=O	-2%	1%	-4%	-4%
42	Fc1ccc(-n2cc(-c3ccccc3)c3c(NN4CCOCC4)ncnc32)cc1	3%	-18%	-12%	7%
43	N#Cc1ccccc1Cn1c(SCC(=O)NCc2ccccc2)nc2ccccc21	-2%	·	-8%	-11%
44	Cc1nc(/C(N)=N/OC(=O)c2ccccc2Cl)c(C(F)(F)F)o1	-4%	6%	-6%	-1%
45	COc1ccc2cc3cc(C(=O)NCc4cccs4)oc3nc2c1	-4%	·	-14%	7%
46	Cc1ccc2c3c1C(=O)C(=O)N3C(C)(C)CC2C (stereo unspecified)	1%	-13%	?	8%
47	Cc1cccc(N(CC(=O)N/N=C/c2ccccc2C(=O)O)S(C)(=O)=O)c1C	2%	·	·	1%
48	Cc1cc(C(=O)OCC(=O)NCCC(C)C)c2ccccc2n1	-10%	48%[activator]	-5%	-13%
49	CN1C(=O)c2ccccc2Sc2ccc(NC(=O)Nc3ccccc3F)cc21	4%	·	-11%	7%
50	O=C(Cc1c(F)cccc1Cl)N(Cc1ccccc1)c1ccccn1	-1%	8%	-7%	4%

no.	TexasRed fluor	JMJD2E inh	GoLoco inh red	RECQ1 helicase
41	0%	9%	11%	3%
42	1%	3%	5%	0%
43	0%	·	·	·
44	-3%	2%	-8%	12%
45	-2%	?	-4%	-7%
46	1%	2%	5%	0%
47	-1%	9%	1%	1%
48	0%	?	-28%	-5%
49	-3%	·	·	·
50	0%	2%	5%	18%

A portion of the library (hit frequency here may not be typical).
